TrxR1 inh – blocks rat thioredoxin reductase 1 | O89049 | recombinant rTrxR1, NADPH fluorescence consumption, selenite substrate | Potency, µM (titrated, usually from 114 µM), without a hit: at the highest dose activity change, negative = inhibition, most hits filed as inhibitors | hit rate 1% among 390,000; note: potency is the fitted concentration of half-maximal effect; % is set by controls: 0 for no effect and ±100 for the full control effect; nearly all actives have a fitted effect of over 65% in size
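Rat TrxR1 (90 nM in the dispensed reagent) was pre-reduced with 400 uM NADPH for 5 min at room temperature, then incubated with compound for 15 min. After 400 uM selenite was added, NADPH fluorescence (Ex 340/Em 450 nm) was followed for 8 min.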
USP1 inh – blocks the human USP1/UAF1 deubiquitinase complex; recombinant USP1/UAF1, Ub-Rhodamine cleavage fluorescence; Potency, µM (top dose mostly 57.1 µM), for inactives: top-dose activity change, negative = inhibition, hits mostly inhibitors; hit rate 0.23% among 390,000; note: potency is the fitted concentration of half-maximal effect; % is set by controls: 0 for no effect and ±100 for the full control effect; nearly all actives have a fitted effect of over 60% in size; inactives centre near -12
Target sequence (O94782 whole entry, looked up): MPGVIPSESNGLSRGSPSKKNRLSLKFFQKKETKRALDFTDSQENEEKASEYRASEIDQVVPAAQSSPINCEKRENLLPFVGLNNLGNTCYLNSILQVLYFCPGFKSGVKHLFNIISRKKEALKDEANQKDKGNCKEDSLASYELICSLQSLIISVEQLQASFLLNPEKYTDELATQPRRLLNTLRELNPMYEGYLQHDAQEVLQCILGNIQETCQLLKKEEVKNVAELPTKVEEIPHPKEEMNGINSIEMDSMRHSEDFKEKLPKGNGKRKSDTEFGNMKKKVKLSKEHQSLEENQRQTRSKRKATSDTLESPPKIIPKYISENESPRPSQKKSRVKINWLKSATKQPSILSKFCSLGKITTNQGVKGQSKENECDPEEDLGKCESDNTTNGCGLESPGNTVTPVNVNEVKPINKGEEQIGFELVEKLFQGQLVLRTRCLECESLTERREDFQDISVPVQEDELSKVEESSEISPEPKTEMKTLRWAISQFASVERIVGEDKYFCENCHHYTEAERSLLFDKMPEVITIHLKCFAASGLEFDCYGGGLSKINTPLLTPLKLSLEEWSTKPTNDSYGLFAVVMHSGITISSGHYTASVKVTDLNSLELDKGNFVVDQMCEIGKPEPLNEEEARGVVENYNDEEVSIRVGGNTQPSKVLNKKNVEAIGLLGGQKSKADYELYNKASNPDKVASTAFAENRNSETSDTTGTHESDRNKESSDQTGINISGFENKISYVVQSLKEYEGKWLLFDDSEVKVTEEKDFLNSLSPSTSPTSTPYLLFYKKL
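Step one: compound is pinned into 1nM USP1/UAF1 in HEPES pH 7.8 buffer with TCEP. Step two: 15 min room-temperature incubation. Step three: Ub-Rho (150nM final) starts cleavage, tracked by fluorescence over six one-minute reads.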
TrxR1 substrate – substrates of rat thioredoxin reductase 1 | O89049 | purified TrxR1 substrate turnover, NADPH consumption readout | Potency, µM (doses to about 114 µM), for the others: at the top dose activity change, negative = substrate turnover | hit rate 0.01% among 390,000 | AID 588456; note: potency is the fitted concentration of half-maximal effect; % is set by controls: 0 for no effect and ±100 for the full control effect; nearly all actives have a fitted effect of over 50% in size
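Rat TrxR1, dispensed at 90 nM, was prereduced with 400 uM NADPH (final) for 5 min at ~22 deg C, then incubated with compound 15 min before 400 uM selenite. A first-read NADPH fluorescence drop versus no-compound background flagged substrates.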
GLS inh – inhibitors of human glutaminase (GLS); O94925; GLS enzymatic activity, qHTS titration; Potency, µM (top dose mostly 45.5 µM), inactives show at the highest dose activity change, negative = inhibition, hits mostly inhibitors; hit rate 0.21% among 410,000; AID 624170; note: potency is the fitted concentration of half-maximal effect; % is set by controls: 0 for no effect and ±100 for the full control effect
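Read-out is an Amplex red fluorescence increase coupled through glutamate oxidase and HRP, measured before and after 30 min room-temperature incubation. hKGA is in 45 mM KH2PO4 (pH 8.2) with 0.02% Tween-20; glutamine added as 1mM solution.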
HP1b chromo inh – HP1-beta chromodomain-methylated histone interaction inhibition | P83916 | hit rate 0.56% among 390,000 | AlphaScreen HP1-beta / biotin-H3K9me3 peptide binding | Potency, µM (highest dose often 114 µM), for inactives: top-dose activity change, negative = inhibition, most hits filed as inhibitors; note: potency is the fitted concentration of half-maximal effect; nearly all actives have a fitted effect of over 70% in size; inactives centre near 23
Target sequence (P83916 whole entry, looked up): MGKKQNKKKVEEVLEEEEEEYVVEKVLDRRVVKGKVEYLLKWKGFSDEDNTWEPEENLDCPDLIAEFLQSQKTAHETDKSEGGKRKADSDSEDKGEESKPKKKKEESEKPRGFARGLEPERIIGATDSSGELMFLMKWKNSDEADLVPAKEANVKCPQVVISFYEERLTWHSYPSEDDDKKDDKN
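HP1-beta protein (50 nM final) preincubated 30 min at room temperature with biotinylated H3(1-18)K9me3 peptide (50 nM) in PBS pH 7.4, 0.01% Tween-20, then compound added for 30 min. AlphaScreen streptavidin donor/nickel chelate acceptor beads (10 ug/mL final), 30 min dark, luminescence read.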
PI4K2A inh – inhibitors of human PI4K2A | Q9BTU6 | purified PI4K2A, ADP-Glo luminescence, 1 h; stronger effect = lower value | activity change, negative = inhibition, % at 76.9 µM | hit rate 0.13% among 420,000 | AID 1346378; in the data active = activity change below about -50%; inconclusive = mostly about -30% to -49%;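 note: -100% = wells without enzyme as full effect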
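PI4K2A activity was measured by ADP-Glo luminescence: enzyme (4 ug/mL stock) and phosphatidylinositol (1.2 mM stock) in Tris pH 7.5/MgCl2/EGTA/Triton X-100 buffer were reacted with ATP (300 microM stock) for one hour at ambient temperature.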
mIDH1 inhibitor – human IDH1 R132H inhibition | O75874 | hit rate 0.093% among 390,000 | AID 602179 | Potency, µM (top dose mostly 76.6 µM), for inactives: at the top dose activity change, negative = inhibition, most hits filed as inhibitors | IDH1-R132H enzyme, NADPH consumption, diaphorase/resazurin fluorescence; note: potency is the fitted concentration of half-maximal effect; % is set by controls: 0 for no effect and ±100 for the full control effect; nearly all actives have a fitted effect of over 65% in size
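IDH1-R132H (0.5 ug/mL dispensed) in pH 7.5 Tris buffer was preincubated 30 min with compound, then given a substrate mix of 0.016 mM NADPH and 2 mM alpha-KG for 80 min at room temperature; remaining NADPH was read by diaphorase/resazurin fluorescence.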
PGK inhibitor – T. brucei PGK inhibition; P07378; PGK/GAPDH coupled, Kinase-Glo luminescence, 60 min; Potency, µM (titrated, usually from 57.5 µM), for inactives: at the top dose activity change, negative = inhibition, actives largely listed as inhibitors; hit rate 0.043% among 380,000; AID 602233; note: potency is the fitted concentration of half-maximal effect; % is set by controls: 0 for no effect and ±100 for the full control effect; nearly all actives have a fitted effect of over 60% in size
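Recombinant glycosomal PGK reaction used 1,3-bisphosphoglycerate generated in-well by GAPDH (100nM final) in 100mM TEA pH 7.6, 5mM MgCl2, 0.01% Tween-20. After 60 minutes at room temperature, ATP was read by Kinase-Glo Plus luminescence end-point.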
Pin1 inh – human Pin1 inhibition. Q13526. Pin1 FP peptide displacement, HiFluor488, 10 min. Potency, µM (highest dose often 115 µM), for inactives: top-dose activity, negative = inhibition, most hits filed as inhibitors. hit rate 0.009% among 390,000. AID 504891; active = well fitted inhibition curve with a large enough effect in the polarisation, with a control signal flat, not every such curve was filed as active; inconclusive = small, poorly fitted or top-dose-only effect, or effect the other way, or a change in a side signal; inactive = no such curve, though single readings can be large or run the other way; the % refers to the polarisation; note: potency is the fitted concentration of half-maximal effect; % is set by controls: 0 for no effect and ±100 for the full control effect
* marks the source's active call; other numbers are inactive results; i = inactive; u = inconclusive; x = not tested or not shown; & = joins results of further samples; [ ] = dose if it differs, or a comment. Unless noted, calls come from the whole dose curve; as a rule, active = well fitted curve in the direction sought with a large enough effect; inconclusive = small, poorly fitted or top-dose-only effect, or another doubt; inactive = no such curve, though single readings can be large; an effect the other way counts as inactive or inconclusive.

Every second line gives: TrxR1 inh	USP1 inh	TrxR1 substrate	GLS inh	HP1b chromo inh	PI4K2A inh	mIDH1 inhibitor	PGK inhibitor	Pin1 inh
1	COc1ccc(N2CCN(C(=O)CNC(=O)c3cn(-c4ccccc4OC)c(=O)c4ccccc34)CC2)cc1
 : 12%[57.1 µM]	-5%	5%	-1%	2%	-18	1%	-10%	-2%
2	Cc1ccc(C)c(N(C(=O)CS(=O)CC(=O)Nc2ccc3c(c2)OCO3)C(C)C(=O)NC2CCCC2)c1 (configuration not stated)
 : 6%[57.1 µM]	-13%	6%[57.1 µM]	-1%	41%[activator]	-2	9%	5%	0%
3	O=C(O)c1ccccc1C(=O)NCCCCCCNC(=O)c1ccccc1C(=O)O
 : 23%[57.1 µM]	-2%	11%[57.1 µM]	3%	34%	1	2%	-1%	1%
4	CS(=O)(=O)N1CCC(C(=O)Nc2cccc(Cl)c2)CC1
 : 10%[57.1 µM]	-12%	0%	0%	17%	4	3%	3%	-10%
5	CCn1c(C)cc(O)c(C(=O)Nc2cccc(Cl)c2)c1=O
 : 22%	1%	-1%	-1%	41%[activator]	-2	-3%	1%	-5%
6	Cc1ccc(S(=O)(=O)N(CC(=O)NCc2cccs2)c2ccccc2)cc1
 : 2%	-1%	-7%	2%	39%	-7	-4%	-1%	4%
7	CCCOC(=O)C1=C(C)NC2=C(C(=O)CC(C)(C)C2)C1c1ccc(N(C)C)cc1 (configuration not stated)
 : 25%[57.1 µM]	-7%	11%[57.1 µM]	24%	u	-4	3%	-10%	-5%
8	CC(C)N(C(=O)Cn1cc(S(=O)(=O)CC(=O)NCc2ccc(F)cc2)c2ccccc21)C(C)C
 : 8%	-17%	5%	-5%	34%	0	-3%	-8%	-19%
9	CC(=O)NC(CSC(CC(=O)c1ccco1)c1ccc(C)cc1)C(=O)O (configuration not stated)
 : u	-31%	-6%	-7%	14%	9	1%	i	-9%
10	O=C(COC(=O)c1cc(NS(=O)(=O)c2cccs2)ccc1O)Nc1ccccc1
 : 12%	-24%	-5%	55%[activator]	45%[activator]	5	-3%	-12%	-2%
11	c1ccc2c(c1)CC(N1CCCCC1)c1ccccc1S2 (configuration not stated)
 : 10%	-6%	6%	7%	98%[activator]	3	3%	2%	-5%
12	COc1cc(CNCc2cc(OC)ccc2OC)cc(OC)c1
 : -18%	-26%	-1%	-7%	u	-2	4%	-11%	-3%
13	CC(C)C[C@H](NC(=O)NCc1ccc(F)cc1)C(=O)O
 : 11%	-8%	1%	-2%	12%	2	1%	2%	8%
14	O=C(NCc1ccccc1)c1nc(-c2cccs2)no1
 : 7%[57.1 µM]	-17%	4%[57.1 µM]	0%	21%	5	2%	-7%	-6%
15	COC(=O)c1ccc(N2C(=O)C3CC=CC(C)C3C2=O)cc1 (configuration not stated)
 : 18%[57.1 µM]	-16%	12%	-19%	17%	4	-3%	-5%	1%
16	Cn1nc(C(F)(F)F)c(C#N)c1N1CCN(c2ccccn2)CC1
 : 18%	-22%	8%	2%	-3%	1	4%	-3%	4%
17	NC(=O)[C@H](Cc1cc2ccccc2s1)NC(=O)[C@@H]1CC2(CC(c3cccc(NC(=O)[C@@H]4CCC(=O)N4)c3)=NO2)CN1C(=O)c1ccccc1 (some centres not stated)
 : 6%[57.1 µM]	-28%	-6%[57.1 µM]	-7%	27%	-1	7%	-9%	16%
18	O=C(COC(=O)Cc1ccc(S(=O)(=O)N2CCCCC2)s1)Nc1ccc2c(c1)OCO2
 : 16%&4%	-21%	11%&5%	6%	3%&36%	-6	0%	5%	9%&14%
19	CCn1c2ccccc2c2cc(NC(=O)c3cc(C)on3)ccc21
 : 32%[57.1 µM]	-17%	-15%[57.1 µM]	-12%	30%	-3	5%	i	6%
20	Cc1ccc(S(=O)(=O)N(C)C)cc1NC(=O)CSc1nncs1
 : 6%	0%	-1%	0%	40%[activator]	-1	1%	i	3%
21	COc1ccc(-c2nc3cc(C(C)C)ccc3o2)cc1NC(=O)c1ccc(C)c(Cl)c1
 : 41%[activator]	-5%	22%	0%	50%[activator]	-4	0%	-9%	0%
22	O=C(CCN1C(=O)c2ccccc2C1=O)Nc1ccncc1
 : 22%[57.1 µM]	-7%	0%[57.1 µM]	-2%	43%[activator]	8	12%	0%	-13%
23	CN(Cc1ccccc1F)C(=O)CN1C(=O)NC2(CCc3ccccc32)C1=O (configuration not stated)
 : -2%	-1%	-10%	2%	14%	3	-2%	-1%	5%
24	CC(C)CN1C(=O)c2ccc(C(=O)Nc3ccccn3)cc2C1=O
 : -7%	-1%	-5%	10%	15%	-5	7%	-7%	0%
25	COC(=O)Cc1[nH]n(-c2nc3ccccc3s2)c(=O)c1C(C)=Nc1ccc(C)cc1
 : 1%	-10%	-1%	8%	26%	u	-4%	0%	1%
26	COc1ccc(NS(=O)(=O)c2cccc(Cl)c2)cc1S(=O)(=O)N1CCCCC1
 : 10%	-15%	-3%	12%	24%	4	-10%	8%	-2%
27	Cc1ccc(NC(=S)N2CCCC2)cc1Cl
 : 12%	-22%	1%	1%	57%[activator]	-2	0%	-15%	-11%
28	CS(=O)(=O)c1ccc2nc(NC(=O)Nc3ccc(Cl)cc3)sc2c1
 : -5%	-17%	-1%	-1%	25%	-7	0%	-8%	-5%
29	C=CCNc1nc(C(=O)OCC(=O)c2ccccc2)cs1
 : 11%	-2%	-3%	20%	10%	-3	-5%	5%	14%
30	COC(=O)c1ccc(-c2ccco2)n1Cc1nc(-c2ccc(OC)c(OC)c2)oc1C
 : -32%	-4%	4%	18%	-22%	5	2%	7%	42%[activator]
31	COc1ccc(NC(=O)CSc2nc3ccccc3nc2N2CCCC2)c(OC)c1
 : -5%[57.1 µM]	-1%	1%[57.1 µM]	7%	35%	-5	-8%	5%	1%
32	CCOCCCn1c(SCC(=O)Nc2oc(C)c3c(C)n[nH]c(=O)c23)nc2ccccc2c1=O
 : 0%[57.1 µM]	-22%	0%[57.1 µM]	-23%	46%[activator]	-2	11%	i	-9%
33	COc1c(F)c(F)c(C(=O)O)c(Nc2ccccc2)c1F
 : -3%[57.1 µM]	-13%	8%[57.1 µM]	13%	19%	5	4%	-6%	-7%
34	Cc1ccc(N2CC(C(=O)N3CCN(c4ccccc4)CC3)CC2=O)cc1 (configuration not stated)
 : -23%	-4%	10%	u	17%	1	0%	4%	-1%
35	COc1ccc(C(=O)Cc2ccc(OC)c(OC)c2)cc1
 : 9%	-6%	2%	-1%	26%	-3	0%	x	-4%
36	CCCCOc1ccc(C(=O)NCCc2sc3nc(-c4ccc(OC)cc4)nn3c2C)cc1
 : 10%[57.1 µM]	-25%	-4%[57.1 µM]	-6%	34%	1	-6%	-7%	-1%
37	CCOC(=O)Cc1csc(NC(=O)CSc2nnc(Cc3csc(N)n3)n2C)n1
 : 2%[57.1 µM]	-5%	9%[57.1 µM]	23%	41%[activator]	-13	-2%	3%	5%
38	CCOc1ccccc1-c1nnc(SCC(=O)Nc2ccccc2)o1
 : 18%[57.1 µM]	-21%	-2%[57.1 µM]	3%	46%[activator]	4	4%	i	0%
39	O=C(Nc1ccc(-c2ccc3nncn3n2)cc1)C1CCCCC1
 : 13%	-22%	12%	-10%	35%	-6	0%	-4%	-5%
40	CCCNc1ccc(S(=O)(=O)N(CC)CC)cn1
 : 13%[57.1 µM]	-12%	-8%[57.1 µM]	-13%	47%[activator]	-5	2%	i	0%
41	CC(=O)c1cccc(NC(=O)c2ccc(CN3CCc4ccccc4C3)cc2)c1
 : 46%[activator]	-8%	8%	0%	10%	8	0%	i	-2%
42	COCCn1cnc2c1c(=O)[nH]c(=O)n2Cc1ccccc1
 : 11%	-12%	3%	1%	47%[activator]	-2	4%	-3%	0%
43	O=C(Nc1ccccc1)N1CCCC2CCCCC21 (configuration not stated)
 : 7%	-11%	-1%	4%	34%	1	6%	0%	1%
44	Cc1cc(C)n(-c2ccc(C(=O)OC(C)C(=O)Nc3ccc(C(N)=O)cc3)cc2)n1 (configuration not stated)
 : 3%	-17%	19%[57.1 µM]	-9%	20%	2	4%	-2%	3%
45	COc1ccc(S(=O)(=O)NCc2ccccn2)c(C)c1C
 : 6%	-15%	-4%	-2%	24%	1	-2%	-10%	-4%
46	COc1ccc2oc(=O)c(C(C)=O)cc2c1
 : -26%	3%	-1%	-13%	23%	-3	0%	i	-9%
47	Cc1cccc(NC(=O)CCC(=O)N/N=C/c2cccnc2)c1
 : 31%[activator]	-16%	3%	-2%	20%	0	3%	-2%	-5%
48	Cc1nn(CC(=O)N2CCN(C(=O)c3ccco3)CC2)c(C)c1[N+](=O)[O-]
 : 6%	-7%	4%	2%	38%	5	2%	3%	-13%
49	Cc1cccc(OCC(=O)Nc2cccc(C(=O)NCC(C)C)c2)c1
 : 8%[57.1 µM]	-19%	-20%[57.1 µM]	-10%	57%[activator]	-9	5%	i	6%
50	COc1ccc(Cl)cc1/C=C/c1ccc2cccc(O)c2n1
 : -14%	-21%	-6%	2%	37%	4	21%	-1%	0%
51	COC(=O)CSc1nc2c(c(=O)n(C)c(=O)n2C)n1CCC(C)C
 : 20%	-5%	4%	12%	u	6	-1%	8%	0%

Bioassay records from PubChem.

The list is partial, so the mix of outcomes need not match the whole.
